CYP2C19 inhib – human CYP2C19 inhibition; P33261; CYP2C19 Supersomes, luciferin-H EGE luminescence, 30 min; inhibition, % at 5 µM; hit rate 21% among 96,000;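 active = CYP2C19 inhibition above a set limit at 5 µM in the primary screen, cut at about 50% in these data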;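 note: plate controls were negative control wells for no effect and 2.5 mM tranylcypromine positive control for full effect; values of inactives mirror those of a sister screen read the other way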
CD11b adhes inh – inhibitors of human CD11b/CD18 binding to fibrinogen; hit rate 0.54% among 93,000; K562 CD11b/CD18 adhesion to fibrinogen, ATPlite luminescence; Mn2+ added to activate the integrin; inhibition, % at 10 µM; P05107+P11215;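 active = primary inhibition of 50% or more at 10 µM, then 40% or more on retest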; note: some results filed as inactive read as strong as hits
Target sequence (P05107 whole entry, looked up, other chains not shown): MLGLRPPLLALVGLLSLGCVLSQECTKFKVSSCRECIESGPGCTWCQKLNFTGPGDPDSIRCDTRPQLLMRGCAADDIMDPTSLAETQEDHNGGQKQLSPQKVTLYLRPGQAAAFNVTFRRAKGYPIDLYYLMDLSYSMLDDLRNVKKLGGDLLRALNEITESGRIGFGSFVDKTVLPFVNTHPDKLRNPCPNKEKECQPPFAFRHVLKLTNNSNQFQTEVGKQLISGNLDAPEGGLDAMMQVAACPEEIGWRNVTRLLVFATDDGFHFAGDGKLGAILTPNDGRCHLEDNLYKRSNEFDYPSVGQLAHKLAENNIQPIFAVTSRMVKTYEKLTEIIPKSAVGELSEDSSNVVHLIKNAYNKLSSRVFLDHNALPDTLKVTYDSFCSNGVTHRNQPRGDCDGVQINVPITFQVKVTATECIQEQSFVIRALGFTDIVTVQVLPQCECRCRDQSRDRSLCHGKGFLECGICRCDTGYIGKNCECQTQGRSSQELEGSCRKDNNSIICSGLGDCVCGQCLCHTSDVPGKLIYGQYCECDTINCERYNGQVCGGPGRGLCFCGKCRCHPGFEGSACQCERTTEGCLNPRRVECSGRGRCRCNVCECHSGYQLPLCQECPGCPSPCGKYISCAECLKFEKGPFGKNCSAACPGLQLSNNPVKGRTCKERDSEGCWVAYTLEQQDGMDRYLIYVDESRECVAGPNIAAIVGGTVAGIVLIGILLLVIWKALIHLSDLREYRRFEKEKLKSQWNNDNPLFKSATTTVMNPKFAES
HUVEC inhibit – human endothelial cell proliferation inhibition. HUVEC proliferation, CellTiter-Glo luminescence, 72 h; active compounds read low. viability, % at 10 µM (by protocol). hit rate 1.1% among 86,000;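 active = viability at or below 30%; inactive = viability above 30%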;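 note: 100% = median luminescence of DMSO-only cell control wells on each plate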
ERa SRC1 inh – blocks coactivator binding to human estrogen receptor alpha; P03372; TR-FRET ER-alpha LBD / SRC-1 peptide, estradiol-bound; hit rate 1.7% among 86,000; inhibition, % at 25.6 µM; in the data active = inhibition above about 50%;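 note: 0% = receptor plus peptide control and 100% = peptide only without receptor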
CD11b adhes enh – increases human CD11b/CD18 adhesion to fibrinogen | hit rate 0.07% among 93,000 | K562 CD11b/CD18 adhesion to fibrinogen, ATPlite luminescence | activation, % at 10 µM | P05107+P11215;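 active = 10 µM primary screen giving 50% or more activity, confirmed by 40% or more on retest at that dose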; note: strong numbers were not always called active
H69AR inhibit – blocks growth of human H69AR lung tumor cells | H69AR lung tumor viability, ATP luminescence, 72 h; active compounds read low | viability, % at 10 µM | hit rate 6% among 85,000 | AID 598;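 active = viability at or below 40%; inactive = viability above 40%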;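 note: multidrug resistant small cell line overexpressing MRP-1 efflux transporter; 100% = mean luminescence of untreated control wells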
Lung fibro prol – blocks proliferation of human lung fibroblasts; LL 47 human lung fibroblast viability, ATP luminescence; active compounds read low; viability, % at 10 µM; AID 719; hit rate 1.1% among 85,000;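 active = viability at or below 50% in the single dose screen; inactive = viability above 50%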;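 note: compound exposure lasted 72 h before the ATP readout; 100% = median luminescence of untreated cell-only wells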
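Material: Human LL 47 lung fibroblast cells | Input: 1,150 cells/well | Buffer or medium: IMEM plus 15% FBS | Compound dosing: 0.1% DMSO in all compound wells | Times: Overnight cell rest, 72 h compound treatment at 37 °C | Signal: CellTiter-Glo luminescence measuring cellular ATP | Measure: % viability versus median cells-only luminescence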
ERa coact pot – enhances coactivator binding to human estrogen receptor alpha; P03372; TR-FRET ERalpha-LBD/SRC-Cy5 coactivator binding, 2 h; 100 = basal binding, no effect; coactivator binding (% of control), % at 25.6 µM; hit rate 1.3% among 86,000; AID 639; in the data active = activity above about 200%;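 note: binding measured in presence of low estradiol as agonist stimulus; 0% = peptide alone without receptor and 100% = receptor with peptide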
CYP2C19 activ – increases human CYP2C19 enzyme activity; P33261; AID 1025; recombinant CYP2C19, luciferin-H EGE luminescence; active compounds read high; 0 = fully inhibited enzyme, 1 = untreated enzyme; activation factor at 5 µM; 96,000 tested, under 10 active;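 active = activation factor of at least 2 at 5 µM in the primary screen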;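 note: 0 = wells with 2.5 mM tranylcypromine and 1 = vehicle-only wells; values of inactives mirror those of a sister screen read the other way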
Active calls of the source: *; x = no result given; [ ] = dose if it differs, or a comment.

SMILES	CYP2C19 inhib	CD11b adhes inh	HUVEC inhibit	ERa SRC1 inh	CD11b adhes enh	H69AR inhibit	Lung fibro prol	ERa coact pot	CYP2C19 activ
Cc1cc(C)c(S(=O)(=O)N2CCN=C2c2ccccc2)cc1C	60*	-1	85	-9	-3	68	96	106	0.4
O=C(Nc1cccc2c1CCCC2)c1ccco1	40	0	106	4[fluorescence artefact?]	3	90	93	106	0.6
Cn1c(Oc2ccccc2NCc2cc(Br)ccc2O)cc(=O)n(C)c1=O	76*	x	82	-3	x	42	97	103	0.2
O=C(NCc1ccco1)c1cccs1	13	-6	102	3	-2	98	96	104	0.9
O=C(NCCc1ccc(Cl)cc1)c1cccnc1	48	-4	92	-11	-2	90	98	99	0.5
CCCc1cc(C(=O)N(C2CCCCC2)C2CCCCC2)no1	64*	4	97	3	4	94	85	131	0.4
Cc1nn(CC(=O)Nc2ccc3c(c2)nc(CN2CCCC2)n3C)c(=O)c2ccccc12	13	-2	100	70*[fluorescence artefact?]	2	100	102	79[fluorescence artefact?]	0.9
CCOC(=O)c1[nH]c2ccc(C)cc2c1N=C(C)N(C)C	-13	4	104	-6	0	90	95	100	1.1
O=C1C2C3C=CC(C3)C2C(=O)N1Cc1ccccc1 (stereo not drawn)	84*	-4	103	2	3	95	102	102	0.2
FC(F)(F)C(Oc1nc(NC2CCCCC2)nc(N2CCOCC2)n1)C(F)(F)F	16	14	113	-16	-9	78	89	102	0.8
CCOC(=O)c1c(C)[nH]c(C(=O)CN2CCOCC2)c1C	18	-6	98	0	2	93	106	102	0.8
O=C(CSCc1ccc(Br)cc1)Nc1ccc(S(=O)(=O)N2CCCCCC2)cc1	27	5	x	x	2	x	x	x	0.7
C=CCNC(=S)N/N=C(\C)c1ccccn1	34	12	19*	-1	-1	20*	9.2*	98	0.7
CCOC(=O)c1cn(-c2ccc(F)c(F)c2F)c2c(F)c(F)c(F)cc2c1=O	47	-8	x	x	-4	x	x	x	0.5
Cc1ccc(S(=O)(=O)Nc2ccc3nc(-c4cccn4C)[nH]c3c2)cc1	100*	2	85	-13[fluorescence artefact?]	1	91	x	118[fluorescence artefact?]	0
C=CCN1C(=O)N(/C=C/C)c2cccc3cccc1c23	18	-5	98	-8	5	94	99	113	0.8
COc1ccc(CCN2C(=NC(=O)CCC(=O)O)SC3CS(=O)(=O)CC32)cc1 (stereo not drawn)	1	x	96	-2	x	92	110	110[fluorescence artefact?]	1
Cc1ccccc1Sc1c(C#N)c(-c2ccccc2)nn1C	18	14	x	x	1	x	x	x	0.8
Cc1sc2nc(SCC(=O)N(C)Cc3ccccc3)n(-c3ccccc3)c(=O)c2c1C	2	-19	74	49	11	77	84	125	1
COc1ccc2c(c1)c(=O)oc1cc(OCC(=O)NC3CCCCC3)ccc12	89*	-7	66	71*	-2	19*	105	157	0.1

Just CYP2C19 activ, CD11b adhes enh and Lung fibro prol, for some of the entries so far:
| mol | CYP2C19 activ | CD11b adhes enh | Lung fibro prol |
| --- | --- | --- | --- |
| Cc1ccccc1Sc1c(C#N)c(-c2ccccc2)nn1C | 0.8 | 1 | x |
| Cc1sc2nc(SCC(=O)N(C)Cc3ccccc3)n(-c3ccccc3)c(=O)c2c1C | 1 | 11 | 84 |
| COc1ccc2c(c1)c(=O)oc1cc(OCC(=O)NC3CCCCC3)ccc12 | 0.1 | -2 | 105 |

Continued.
SMILES	CYP2C19 inhib	CD11b adhes inh	HUVEC inhibit	ERa SRC1 inh	CD11b adhes enh	H69AR inhibit	Lung fibro prol	ERa coact pot	CYP2C19 activ
O=C(O)c1ccc(OCCn2ccnc2)cc1	-20	-17	93	-3	-7	108	x	118	1.2
Cc1cccc(NC(=O)c2ccccn2)c1C	7	0	97	-4	1	94	98	122	0.9
CSc1nnc(Cc2sc(-c3ccccc3)nc2-c2ccccc2)o1	89*	-44	96	6	9	100	89	98	0.1
CCc1nc2sc(C)c(C)c2c(=O)n1CCO	-13	-9	95	-11	-2	105	92	93	1.1
COc1ccc(CC(C(=O)Nc2cc(C)ccc2C)/C(N)=N/O)cc1 (stereo not drawn)	40	2	99	4	-1	x	104	128[fluorescence artefact?]	0.6
CCCN1CCN(CCCNC(=O)C2CCN(c3nnc(-n4cccc4)s3)CC2)CC1	-12	-4	100	-1	-1	97	101	110	1.1
O=S1(=O)C=C(SCCN2CCCC2)c2ccccc21	28	-2	103	6	2	74	89	113[fluorescence artefact?]	0.7
Cc1cc(C)c2c(n1)sc1c(=O)[nH]c(SCc3ccccc3)nc12	6	-12	x	x	62	x	x	x	0.9
C=CCNc1nc(-c2ccc(OC)cc2OC)cs1	57*	-14	87	5	1	90	76	119	0.4
CN(C)c1ccc(CNCCC2CCOC(C)(C)C2)cc1 (stereo not drawn)	17	-20	100	-21	-4	108	112	98[fluorescence artefact?]	0.8
O=C(NCCC1=CCCCC1)C1CCN(Cc2cnn(-c3ccccc3)c2-n2cccc2)CC1	25	8	28*	10[fluorescence artefact?]	-4	26*	90	103[fluorescence artefact?]	0.7
CN(C)c1ccc(NC(=O)CSc2nc3ccccc3c(=O)n2C2CCCCC2)cc1	24	16	99	-9	-7	78	108	100	0.8
CCOCC(O)CS(=O)Cc1ccccc1 (stereo not drawn)	6	-7	99	-8	-5	102	100	103	0.9
CS(=O)(=O)N(CCc1ccccc1)CC(=O)N1CCN(c2ccccc2F)CC1	22	x	96	2	-6	84	94	103	0.8
COc1cc2c(cc1NC(=O)c1cncc(Br)c1)oc1ccccc12	-20	-23	50	3	15	46	87	163	1.2
CN(C(=O)c1ccno1)c1nnc(-c2cccnc2)s1	-1	-7	89	2	-4	103	101	89	1
CCCn1c(SCC(=O)Nc2ccccc2N2CCCCC2)nc2c1c(=O)n(C)c(=O)n2C	79*	17	87	14	7	66	87	96	0.2
CCCC(=O)NNc1cc(=O)c2c(=O)n(C)c(=O)n(C)c2[nH]1	-12	-5	x	x	-3	x	x	x	1.1
Cc1ccc2nc(NC(=O)C3CCCN(S(=O)(=O)c4cnc[nH]4)C3)sc2c1 (stereo not drawn)	26	27	99	27	0	84	90	75	0.7
Cc1ccccc1NC(=O)Cn1nc(-c2ccccc2)nc1-c1ccccc1	31	3	x	x	1	x	x	x	0.7
Nc1c(S(=O)(=O)c2cccs2)c2nc3ccccc3nc2n1Cc1ccccc1	-1	-6	70	25	-3	65	87	206*	1
c1ccc(-c2csc(N3CCCCCC3)n2)cc1	-3	-1	106	-2[fluorescence artefact?]	3	102	108	79[fluorescence artefact?]	1
C/C(=C/C=N/Nc1nc(N2CCCCC2)nc(N2CCCCC2)n1)c1ccccc1	12	10	x	x	-3	x	x	x	0.9
Cc1ccccc1OCC(=O)Nc1ccc2c(c1)Cc1ccccc1-2	11	-21	x	x	-3	x	x	x	0.9
O=C(O)CNC(=O)c1ccc(OC(F)F)cc1	-3	-5	86	0	-1	89	101	123	1
Cn1c(-c2ccccc2)cnc1SCC(=O)NCc1ccco1	26	3	96	15[fluorescence artefact?]	1	79	100	107	0.7
COc1cccc(-c2nnc(SCC(=O)N3CCCc4ccccc43)o2)c1	95*	x	82	5	x	84	99	111[fluorescence artefact?]	0.1
CCN(CC)c1nc(Nc2ccccc2)nc(Oc2ccc(C(=O)OC)cc2)n1	x	-16	84	8	5	83	97	106	x
Cc1ccc(CC(=O)NC(C)CCc2ccccc2)cc1 (stereo not drawn)	37	x	95	-2	x	84	97	144	0.6
COc1ccc(NC(=O)C(c2ccccc2)N(C)C(=O)CNC(C)=O)cc1 (stereo not drawn)	-7	-6	101	1	0	88	100	102	1.1
c1cnc(NCCNc2ncccn2)nc1	10	-28	91	-9	-4	97	102	109	0.9
COc1ccc2c(c1)c(C(O)CN1CCN(Cc3ccc4c(c3)OCO4)CC1)c(C)n2C (stereo not drawn)	11	-8	85	-7	-1	x	95	119	0.9
COC(=O)c1cccc(NC(=O)c2cc3sccc3n2C)c1	77*	-1	81	1	2	77	97	95[fluorescence artefact?]	0.2
CN1CCN(S(=O)(=O)c2ccc(N3CCN(S(=O)(=O)/C=C/c4ccccc4)CC3)nc2)CC1	8	-2	39	-6	4	91	93	192	0.9
CCc1ccccc1Nc1nc(N)nc(CSCC(=O)c2cc(C)n(C)c2C)n1	85*	5	97	1	3	81	87	103	0.1
CCc1ccccc1N(CC)C(=O)CCc1nc(-c2ccc(C)cc2)no1	27	74	88	4	0	96	97	84	0.7
Cc1noc(C)c1CSc1nc2ccccc2s1	94*	-17	91	-12	0	76	97	102	0.1
O=C(NC1CCCCC1)Nn1c(-c2ccccc2)nc2ccccc2c1=O	x	3	90	6	2	94	100	109	x
CCn1c(SCC(=O)NCCc2ccccc2)nnc1-c1ccco1	12	3	99	-2[fluorescence artefact?]	0	84	102	87	0.9
Cc1nnc2ccc(N3CCN(C(=O)c4ccccc4)CC3)nn12	17	-1	95	-4	-4	81	100	124[fluorescence artefact?]	0.8
CCOC(=O)c1c(NC(N)=O)sc(C)c1C	24	1	88	-1	3	93	91	109	0.8
CC(=O)Nc1ccc(-n2nnnc2SCC(=O)N2CCN(C(=O)c3ccco3)CC2)cc1	10	14	100	-6	-4	95	100	106	0.9
CC1CCN(S(=O)(=O)c2ccc(NC(=O)CN3CCOCC3)cc2)CC1	7	-3	108	13	-4	102	109	97	0.9
CCOC(=O)c1cc2occc2n1CC(=O)NC1CCC(C)CC1 (stereo not drawn)	56*	1	103	-11	-1	100	101	123	0.4
Cc1nc2sc(C(c3ccco3)N3CCN(c4ccccc4F)CC3)c(O)n2n1 (stereo not drawn)	92*	-3	100	2	-3	104	100	100	0.1
CCN1C(=O)c2ccccc2S(=O)c2ccc(C(=O)NCc3ccccn3)cc21 (stereo not drawn)	-16	7	95	-7	-2	93	94	95	1.2
C=C(C)Cn1c(C2CC(=O)N(c3ccccc3F)C2)nc2ccccc21 (stereo not drawn)	x	x	99	1	x	93	104	144	x
O=C(NNC(=O)c1sccc1-n1cccc1)c1ccccc1	34	-13	x	x	-1	x	x	x	0.7
Cn1c(C(F)(F)F)nc2c(=O)oc3ccccc3c21	2	x	90	-7	x	94	105	117	1
CCc1ccc(NC(=O)c2cc(CC(C)C)on2)cc1	15	-1	101	-7	-1	89	94	116	0.8

New compounds follow
SMILES	CYP2C19 inhib	CD11b adhes inh	HUVEC inhibit	ERa SRC1 inh	CD11b adhes enh	H69AR inhibit	Lung fibro prol	ERa coact pot	CYP2C19 activ
CC(C)NC(=O)c1ccccc1NC(=O)CCc1ccccc1	x	x	102	14	x	107	96	98	x
O=C1c2ccccc2C(O)N1Cc1ccc2c(c1)OCO2 (stereo not drawn)	83*	0	99	9	-4	94	94	83[fluorescence artefact?]	0.2
COc1cc(NC(=O)C2CCC(CNc3c(N4CCC(C)CC4)c(=O)c3=O)CC2)cc(OC)c1 (stereo not drawn)	33	-3	91	-6	-2	82	97	112	0.7
COc1ccc(-c2noc(CCC(=O)NCCN3CCN(c4ccccc4F)CC3)n2)cc1	45	18	102	-7	-3	96	94	129	0.6
Cn1c(COc2ccc3ccccc3c2)nnc1SCC(=O)OC1CCCCC1	x	x	68	-4	x	89	104	87	x
